UHRF1 binding = blocks human UHRF1 binding to methylated DNA | Q96T88 | UHRF1 binding to methylated oligo, TR-FRET | inhibition, % at 4.4 µM | 0.75% of 370,000 active; in the data active = inhibition above about 21%;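 note: UHRF1 SRA domain binding a hemimethylated CpG hairpin DNA probe; 0% = median of test compound wells and 100% = reference inhibitor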
TCR CD3 inh = blocks the human TCR-CD3 interaction. 0.37% of 360,000 active. inhibition, % at 9.4 µM. TAMRA-labeled TCR probe fluorescence, biochemical; in the data active = inhibition above about 19%;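 note: recombinant mutant TCR 2C K166C tagged with TAMRA read by polarization; 0% = receptor in buffer alone and 100% = receptor with positive control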
LEDGF integ inh = blocks HIV-1 LEDGF/p75-dependent DNA integration; inhibition, % at 3.7 µM; TR-FRET IN-LEDGF/p75 DNA integration, Eu/Cy5; 0.64% of 370,000 active;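 active = inhibition above the screen-wide mean plus 3 SD, cut at about 13% in these data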;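 note: signal is the Cy5 over europium emission ratio at 671 and 618 nm; 0% = plate median of compound wells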
HTRA1 inhibitor = inhibitors of human serine peptidase HTRA1; recombinant HTRA1, FP-rhodamine activity-based probe, fluorescence polarization; inhibition, % at 5.96 µM; 0.5% of 340,000 active; AID 504803; in the data active = inhibition above about 36%;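 note: 0% = enzyme with DMSO and 100% = wells lacking enzyme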
Target sequence (Q92743 whole entry, looked up): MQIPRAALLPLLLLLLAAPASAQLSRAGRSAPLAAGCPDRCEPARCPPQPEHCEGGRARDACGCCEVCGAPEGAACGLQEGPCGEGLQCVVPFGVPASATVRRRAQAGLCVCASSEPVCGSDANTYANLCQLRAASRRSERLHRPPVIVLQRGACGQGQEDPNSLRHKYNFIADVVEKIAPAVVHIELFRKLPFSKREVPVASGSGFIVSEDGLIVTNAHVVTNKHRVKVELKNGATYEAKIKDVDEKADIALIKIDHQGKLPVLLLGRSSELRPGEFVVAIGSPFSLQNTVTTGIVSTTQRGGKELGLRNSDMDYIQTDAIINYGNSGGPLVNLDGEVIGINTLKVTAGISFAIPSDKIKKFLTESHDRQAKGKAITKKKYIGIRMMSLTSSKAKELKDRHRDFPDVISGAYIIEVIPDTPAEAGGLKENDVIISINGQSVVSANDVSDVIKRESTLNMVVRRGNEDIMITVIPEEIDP
PRMT1 inh = PRMT1 (human) inhibition, primary screen; AID 652257; inhibition, % at 2.79 µM; 1.3% of 370,000 active; recombinant PRMT1, activity-based probe fluorescence polarization; Q99873;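 active = inhibition above about 21% made by adding two undisclosed values, limit read from the data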
PG9 Ab binder = small molecules binding HIV-1 gp120 antibody PG9; TR-FRET gp120-PG9 antibody binding; inhibition, % at 6.7 µM; 0.43% of 360,000 active; AID 624416; in the data active = inhibition above about 8.5%
ABHD4 inh = ABHD4 (mouse) inhibition, primary FP screen; Q8VD66; 0.54% of 370,000 active; AID 720543; purified mABHD4, FP-Rh probe fluorescence polarization; inhibition, % at 8.92 µM;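 active = inhibition exceeding the mean over every tested compound plus 3 SD, cut at about 30% in these data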;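 note: 0% = plate median of compound wells and 100% = S159A mutant with DMSO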
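Test system: mouse ABHD4 enzyme, wild type. Reagent: FP-Rh fluorescent activity-based probe, added after compound pre-incubation. Timing: pre-incubation 45 min, probe exposure 60 min, at 25 °C. Technique: FP readout, ex 525 nm / em 598 nm. Benchmarks: high control S159A mutant with DMSO, low control median of compound wells.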
rCAG binder = r(CAG) repeat RNA binding. TO-PRO-1 dye displacement fluorescence. inhibition, % at 3 µM. 1.3% of 370,000 active. AID 651821;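 active = inhibition above the plate cutoff, the mean of all test compounds on that plate plus 3 SD, cut at about 35% in these data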;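 note: 0% = DMSO alone and 100% = 100 µM mitoxantrone as full dye displacement; higher means more dye released from RNA so lower well fluorescence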
Rev-erbA mod = modulates human Rev-erb alpha binding to DNA; Rev-erbα–FITC-DNA binding, fluorescence polarization, 90 min; activity, % at 10 µM; 0.79% of 370,000 active; AID 1259318;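 active = activity above about 14%, limit read from the data; passing the limit was not always enough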;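 note: 0% = DMSO wells with 35 nM protein and 100% = DMSO wells with 750 nM protein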
MBD2 inh = inhibitors of human MBD2 binding to methylated oligonucleotide; Q9UBB5; TR-FRET; inhibition, % at 4.4 µM; 0.31% of 370,000 active; AID 686964; in the data active = inhibition above about 13%
Target sequence (Q9UBB5 whole entry, looked up): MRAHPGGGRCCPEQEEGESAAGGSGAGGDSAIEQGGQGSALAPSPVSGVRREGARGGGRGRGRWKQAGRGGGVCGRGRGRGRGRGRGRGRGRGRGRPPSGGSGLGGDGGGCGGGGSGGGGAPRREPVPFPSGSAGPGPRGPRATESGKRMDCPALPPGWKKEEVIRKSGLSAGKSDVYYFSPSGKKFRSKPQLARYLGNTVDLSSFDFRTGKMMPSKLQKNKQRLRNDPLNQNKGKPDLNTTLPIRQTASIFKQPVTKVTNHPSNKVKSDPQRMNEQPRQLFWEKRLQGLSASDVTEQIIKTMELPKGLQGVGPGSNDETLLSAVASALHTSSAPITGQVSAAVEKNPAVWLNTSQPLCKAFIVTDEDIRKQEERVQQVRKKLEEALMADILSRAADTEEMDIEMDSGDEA
Active calls of the source: *; . = no result given. These rows are one share of the data, so the mix of outcomes need not match the whole.

SMILES,UHRF1 binding,TCR CD3 inh,LEDGF integ inh,HTRA1 inhibitor,PRMT1 inh,PG9 Ab binder,ABHD4 inh,rCAG binder,Rev-erbA mod,MBD2 inh
COc1ccc(N2CCN(C(=O)COC(=O)c3ccc(Cl)nc3)CC2)cc1,0,6,-4,6,3,-0.9,7,0,-10,1
CCOc1cc(C(=O)OCc2ccc([N+](=O)[O-])cc2)ccc1OCC(=O)N1CCOCC1,1,0,-3,-1,3,0.1,-2,-4,0,5
Cc1ccccc1C(=O)NC(=S)NCC1CCCO1 (stereo unspecified),5,-3,-4,1,2,-1.8,-4,-1,-3,3
CCCN1C(=O)C(O)(C2COC(C)(C)CC2=O)c2ccccc21 (stereo unspecified),2,0,-1,6,1,-0.2,5,-1,1,1
Cn1c(=O)c(=O)n(C)c2cc(S(=O)(=O)N3CCCC3C(=O)NCc3cccs3)ccc21 (stereo unspecified),0,-8,-4,4,-1,-1.5,3,-3,-8,3
Cc1ccccc1C(=O)Nc1nnc(-c2ccco2)s1,-5,9,0,-4,-1,-2.3,-3,1,5,-1
CCc1cccc(OCC(=O)Nc2c[nH]c(=O)[nH]c2=O)c1,-1,-6,-2,2,1,2.1,3,2,4,-2
O=S(=O)(CC12C3C4C5C1C2C(Br)(C43)C51OCCO1)c1ccccc1 (stereo unspecified),-1,7,0,0,-2,-0.4,-2,0,-1,1
O=C(O)CC/C(=N\NC(=O)CNC(=O)c1cccc(Cl)c1)c1ccccc1,1,8,0,-3,0,-0.9,3,3,5,4
C[C@H](CO)N1C[C@H](C)[C@@H](CN(C)S(=O)(=O)c2cccs2)Oc2ccc(NS(=O)(=O)c3ccccc3)cc2C1=O,-1,0,2,-5,0,2.9,6,4,2,3
COc1ccc([N+](=O)[O-])cc1NC(=O)Nc1ccccc1,1,-1,-1,-31,1,0.7,-6,6,-2,1
CC(C)(C)C1CCC(=NNC(=O)CN(c2ccccc2)S(C)(=O)=O)CC1 (stereo unspecified),-4,7,-3,-11,-2,-0.3,7,2,-3,1

A run of entries from the list above, as a working copy:
SMILES,UHRF1 binding,TCR CD3 inh,LEDGF integ inh,HTRA1 inhibitor,PRMT1 inh,PG9 Ab binder,ABHD4 inh,rCAG binder,Rev-erbA mod,MBD2 inh
O=S(=O)(CC12C3C4C5C1C2C(Br)(C43)C51OCCO1)c1ccccc1 (stereo unspecified),-1,7,0,0,-2,-0.4,-2,0,-1,1
O=C(O)CC/C(=N\NC(=O)CNC(=O)c1cccc(Cl)c1)c1ccccc1,1,8,0,-3,0,-0.9,3,3,5,4

(list continues)
SMILES,UHRF1 binding,TCR CD3 inh,LEDGF integ inh,HTRA1 inhibitor,PRMT1 inh,PG9 Ab binder,ABHD4 inh,rCAG binder,Rev-erbA mod,MBD2 inh
COc1ccccc1N1CCN(C(=O)c2c(-c3c(F)cccc3Cl)noc2C)CC1,2,3,0,4,-1,0.1,2,-7,-2,0
O=C1CC(c2ccccc2)Oc2ccc(Cl)cc21 (stereo unspecified),1,-5,-4,-14,1,1.6,-6,1,-1,-2
CCOC(=O)Cn1c(=O)oc2cc(S(=O)(=O)Nc3cc(Cl)ccc3OC)ccc21,1,11,-4,-6,1,1.4,3,11,7,-1
C/C(=N\OC(=O)c1ccc(Br)cc1)c1ccccn1,0,9,0,7,2,-2.1,0,-4,6,-4
C[C@@H](C(=O)OCn1nnc2ccccc2c1=O)N1C(=O)C2CCCCC2C1=O (stereo partly specified),1,4,-3,3,-7,0.1,-6,-1,-2,-1
Cc1cc(Br)ccc1N=C1NC(=O)CS1,-2,2,-3,-3,2,-1.3,5,1,-2,-6
COc1ccc(CNC(=O)C(NS(=O)(=O)c2cccc3nsnc23)C(C)C)cc1 (stereo unspecified),5,-1,-1,-2,-3,-0.8,-3,-6,-4,0
O=C(c1cc(-c2ccncc2)nc2ccccc12)N1CCN(c2ccccc2O)CC1,-1,5,-5,-7,3,1.0,7,3,4,-1
COc1cc(/C=C2/C(=O)ON=C2c2ccccc2)ccc1O,-4,5,-1,2,1,-2.0,1,0,-1,-7
CCCn1c(SCC(=O)NCc2ccc(F)cc2)n[nH]c1=O,1,0,-2,-3,0,0.0,3,-1,6,-2
O=C(CCC(=O)N1CCOc2ccc(Cl)cc21)NCCCN1CCN(Cc2ccccc2)CC1,1,-2,0,7,-3,0.6,4,-1,5,1
NS(=O)(=O)c1ccc(CCNc2nc(C(F)(F)F)nc3ccccc23)cc1,7,-9,-5,-12,9,0.0,-12,8,6,4

Next part
SMILES,UHRF1 binding,TCR CD3 inh,LEDGF integ inh,HTRA1 inhibitor,PRMT1 inh,PG9 Ab binder,ABHD4 inh,rCAG binder,Rev-erbA mod,MBD2 inh
CCS(=O)(=O)N1CCN(C2CCC(C)CC2)CC1 (stereo unspecified),1,7,1,2,2,-0.7,8,-4,2,2
c1ccc(CCn2nnc3ccccc32)cc1,-2,-7,-5,-4,3,3.4,-2,-5,9,-6
CCC(=O)c1coc2ccc(O)cc12,-1,0,4,13,2,-1.2,9,4,5,3
CCCCN(CC)CCCNC(=S)Nc1ccc2nc(N3CCN(CC)CC3)cc(C)c2c1,2,5,-1,4,1,2.0,3,-9,5,5
CC1CCCC(C)N1NC(=S)Nc1ccc(OC(F)F)cc1 (stereo unspecified),4,-2,1,-5,15,0.2,12,-9,2,9
CCOc1ccc(S(=O)(=O)N2CCN(C3CC(=O)N(c4cccc(C(C)=O)c4)C3=O)CC2)cc1 (stereo unspecified),0,-1,-3,-12,4,0.4,2,16,-3,0
COc1ccc(OC)c(/C=N\NC(=O)CC(=O)NCCc2ccccc2)c1,2,1,0,-1,3,-1.4,0,-2,.,0
O=C(c1ccc(N2CCOCC2)c([N+](=O)[O-])c1)N1CCCCC1,-3,3,0,4,-1,-0.9,6,-7,5,-1
COc1ccc(S(=O)(=O)N2CCC[C@H]2C(=O)N2CCC[C@H]2C(=O)NCc2ccccc2)cc1C,1,-1,1,.,-2,3.1,3,0,2,-1
Cc1cccc(-c2nc(CN3CCCC(C(=O)NC4CCCCC4)C3)c(C)o2)c1 (stereo unspecified),4,0,-1,0,3,0.1,9,-8,0,-1
CCCCN1CC(COc2ccccc2)Oc2cccc(F)c2S1(=O)=O (stereo unspecified),0,-5,2,-28,-3,-1.3,-9,2,4,2
CCOC(=O)/C(C#N)=C/c1cc2ccc(C)cc2nc1Cl,-5,8,0,-6,1,-0.8,0,2,-6,-4

(more compounds)
SMILES,UHRF1 binding,TCR CD3 inh,LEDGF integ inh,HTRA1 inhibitor,PRMT1 inh,PG9 Ab binder,ABHD4 inh,rCAG binder,Rev-erbA mod,MBD2 inh
COc1ccc(C(=O)Nc2cccc(OC(=O)c3ccc(C)c(C)c3)c2)cc1,-2,6,1,-95,1,-1.4,-59,5,-3,1
COc1cc(/C=C2\SC(=S)N(Nc3ncc(C(F)(F)F)cc3Cl)C2=O)cc(OC)c1OC,-3,-4,2,-11,12,-3.7,2,11,1,-4
COc1ccc(NC(=O)C2C3C=CC4(O3)C2C(=O)N(CCN2CCCCC2)C4C(=O)NC2CCCC(C)C2C)cc1 (stereo unspecified),0,-5,-4,14,1,-1.0,7,0,0,3
Cc1cc(OCC(=O)NC(C)(C)C)ccc1Cl,1,-3,-4,2,-1,-0.1,-4,-2,-6,7
COc1ccc(CCNC(=O)c2c([S-])n(-c3ccc(C)cc3)c3cccc[n+]23)cc1,0,1,-3,-17,1,0.2,-1,0,0,0
COc1ccccc1NC(=O)c1c(N=Cc2c(O)ccc3ccccc23)cnn1C,1,-4,0,-9,5,-1.6,-4,7,-1,-2
O=C(Nc1cccc(NC(=O)c2ccc(Br)o2)c1)c1ccccc1,8,1,3,-37,-1,-1.6,-13,-1,-3,-2
Cn1c(C(=O)NCCCN2CCN(c3ccccc3F)CC2)cc2c(=O)[nH]c3ccccc3c21,1,2,-1,-5,-3,-2.3,0,-4,-2,1
Cc1cc(OCC(=O)N2CCC(C(N)=O)CC2)c2c(C)cc(=O)oc2c1,1,1,-4,5,-1,0.3,0,0,-8,-2
CCC1CN(C(=O)Nc2cccc(C)c2)c2cc(C)ccc2O1 (stereo unspecified),0,2,-4,-32,0,-1.2,-1,-4,-4,0
CCc1nnc(NC(=S)Nc2ccccc2)s1,8,-14,2,0,2,1.0,-5,11,2,8
COc1ccc(C(=O)N2CCC(C)(C(=O)O)C2)cc1OC (stereo unspecified),-1,2,-2,.,3,0.5,11,3,-6,-2

(listing goes on)
SMILES,UHRF1 binding,TCR CD3 inh,LEDGF integ inh,HTRA1 inhibitor,PRMT1 inh,PG9 Ab binder,ABHD4 inh,rCAG binder,Rev-erbA mod,MBD2 inh
COc1ccc(NC(=O)c2cc(S(=O)(=O)N3CCCC3)c[nH]2)cc1,1,-6,-1,-7,8,-0.3,-7,5,-5,1
O=C(/C=C/c1cccs1)N1CCCCC1,0,1,-3,.,0,-2.5,5,-2,-5,0
CC(=O)N1CCN(c2ccccc2NC(=O)c2cccc3c(Cl)cccc23)CC1,0,-2,-2,-19,-3,-3.0,-5,9,-4,-5
CCn1c(=O)c(C(=O)NCCCO)c(O)c2ccccc21,-1,1,1,-5,1,1.9,0,1,-2,-4
Cc1[nH][nH]c(=O)c1N=Nc1ccc(F)cc1,-9,-1,-4,0,1,-1.1,-2,-2,4,-5
CC(=O)Nc1cccc(OCCCNS(=O)(=O)c2ccc(C#N)cc2)c1,1,-1,-2,4,0,0.9,4,-1,1,2
CC(C)C(=O)n1nc(-c2cccnc2)nc1NCc1cccs1,5,3,3,-11,7,1.0,-9,-3,-2,8
O=C(CNS(=O)(=O)c1ccc2c(c1)OCCCO2)N1CCN(c2ccc(F)cc2)CC1,-3,-15,-4,3,5,-2.8,-6,5,9,-3
CCOc1cc(Br)cc(/C=N/NC(=O)c2cccnc2)c1O,-3,-7,-13,12,-5,-2.5,7,7,5,-2
Cc1nc(CSc2n[nH]c(=O)n2-c2ccccc2)cs1,1,1,-1,7,-5,-3.4,5,0,4,0
COc1cccc(/C=N/NC(=O)CNC(=O)c2cccnc2)c1O,0,-6,-12,4,4,1.1,-4,-3,1,-2
Cc1cc(OCC(=O)Nc2ccc(S(=O)(=O)N3CCN(C)CC3)cc2)ccc1Cl,0,7,-3,0,1,0.0,-1,0,4,-1
Cc1nc(SCC(=O)NC2CCCC2)[nH]c(=O)c1C,1,1,1,2,1,-0.3,4,1,-2,-2

From PubChem
